Source: PubChem (several laboratories)
HePTP inh: blocks human HePTP tyrosine phosphatase; recombinant HePTP phosphatase activity, OD absorbance; inhibition, % at 20 µM; 110,000 compounds, 0.64% hits; AID 521; in the data active means inhibition above about 50%;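 further: plate controls were vehicle for no effect and reference inhibitor for full effect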
Target sequence (P35236 whole entry, looked up): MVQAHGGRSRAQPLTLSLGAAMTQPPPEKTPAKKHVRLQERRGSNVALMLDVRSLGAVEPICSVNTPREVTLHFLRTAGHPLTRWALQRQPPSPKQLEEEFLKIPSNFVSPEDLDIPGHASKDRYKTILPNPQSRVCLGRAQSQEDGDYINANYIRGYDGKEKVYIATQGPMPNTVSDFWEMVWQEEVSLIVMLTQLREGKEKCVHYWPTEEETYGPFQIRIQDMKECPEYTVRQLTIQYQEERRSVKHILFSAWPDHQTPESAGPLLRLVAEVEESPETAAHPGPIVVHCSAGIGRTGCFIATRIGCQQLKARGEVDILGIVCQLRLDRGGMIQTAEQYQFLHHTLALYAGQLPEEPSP
BAP1 inh: blocks human BAP1 ubiquitin-AMC hydrolysis | activity remaining (% of control), % at 20 µM | recombinant BAP1, Ub-AMC hydrolysis fluorescence kinetic; stronger effect = lower value | 72,000 compounds, 0.48% hits | AID 436;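 active means activity remaining at or below 50% of control, provided the compound also passes the data quality filters; inactive means the rest, including low values that fail the filters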;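 further: 100% = DMSO wells rate and 0% = substrate alone blank rate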
Target sequence (Q92560 whole entry, looked up): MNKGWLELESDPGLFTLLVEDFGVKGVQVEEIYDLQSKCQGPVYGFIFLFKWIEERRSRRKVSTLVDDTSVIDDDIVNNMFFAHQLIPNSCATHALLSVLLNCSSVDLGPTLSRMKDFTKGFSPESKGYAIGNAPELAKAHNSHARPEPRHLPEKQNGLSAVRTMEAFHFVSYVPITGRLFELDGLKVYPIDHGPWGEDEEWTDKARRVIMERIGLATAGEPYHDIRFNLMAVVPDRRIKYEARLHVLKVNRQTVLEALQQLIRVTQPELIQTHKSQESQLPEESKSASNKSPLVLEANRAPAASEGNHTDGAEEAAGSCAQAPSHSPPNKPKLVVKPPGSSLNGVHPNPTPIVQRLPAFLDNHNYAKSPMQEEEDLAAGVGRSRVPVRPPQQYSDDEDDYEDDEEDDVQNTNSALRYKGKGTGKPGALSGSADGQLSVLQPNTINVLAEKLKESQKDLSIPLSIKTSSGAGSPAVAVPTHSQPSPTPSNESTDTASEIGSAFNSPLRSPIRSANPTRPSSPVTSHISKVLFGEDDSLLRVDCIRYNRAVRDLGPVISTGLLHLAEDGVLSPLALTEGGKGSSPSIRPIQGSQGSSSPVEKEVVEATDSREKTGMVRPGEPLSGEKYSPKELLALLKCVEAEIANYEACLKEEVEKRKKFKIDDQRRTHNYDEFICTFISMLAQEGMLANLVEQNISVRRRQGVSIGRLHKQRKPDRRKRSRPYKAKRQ
* marks the source's active call; other numbers are inactive results; x = not tested or not shown; & = joins results of further samples. The order is random; overall some 0.91% were active at least once.

SMILES	HePTP inh	BAP1 inh
CCN(CC(=O)Nc1ccccc1C(=O)OC)S(=O)(=O)c1ccccc1	5	67
CCc1ccc(N2CC(C(=O)NCc3ccccc3OC)CC2=O)cc1 (stereo not drawn)	-10	x
CC(=O)CC(=O)Nc1ccc(Cl)c(C(F)(F)F)c1	5	x
Nn1cnnc1N/N=C/c1ccc(O)cc1O	-12	x
CN(/N=C/c1ccc([N+](=O)[O-])cc1)C(=S)c1ccccc1	8	x
O=C(CN(Cc1ccccc1)C(=O)c1ccc2c(c1)OCCO2)NCc1ccc2c(c1)OCO2	-1	121
CCOC(=O)N1CCN(CCC(=O)Nc2ccc(C)cc2)CC1	-2	x
CCC1Oc2ccccc2N(CC(=O)NCCCN2CCC(C)CC2)C1=O (stereo not drawn)	3	113
Cc1ccc(C23CC4CC(CC(CN=Cc5ccc([N+](=O)[O-])cc5)(C4)C2)C3)cc1	x	107
CCC=Nc1c(C)n(C)n(-c2ccccc2)c1=O	x	85
COc1ccc(/C=C2\C(=O)ON=C2c2ccccc2)c(OC)c1	6	x
O=C(Nc1cccc(-c2cnc3ccccc3n2)c1)c1ccco1	4	85
COCc1nnc(NS(=O)(=O)c2ccccc2)s1	-10	96
COc1ccccc1C(=O)Nn1c(C2CCC2)nc2ccccc2c1=O	-10	98
CC(C[N+](C)(C)C)OC(N)=O (stereo not drawn)	2	106&100
O=C(CCCCCn1c(=O)[nH]c2ccccc2c1=O)N1CCN(Cc2ccc3c(c2)OCO3)CC1	-3	97
CCOC(=O)N1CCC(NC(=O)CCC(=O)N2CC(C)Oc3ccccc32)CC1 (stereo not drawn)	6	96
O=C(O)c1ccccc1S	-3	87
N#C/C(C(=O)N1CCCCC1)=C1\Nc2ccccc2S1	8	105
COc1ccccc1-n1c(CNC(=O)c2ccco2)nnc1SCC(=O)Nc1ccc(F)cc1	-1	105
Clc1ccccc1-c1nc(-c2ccccc2)n[nH]1	8	109
CCN(CCCNC(=O)CCCCn1c(=O)[nH]c2ccccc2c1=O)c1ccccc1	2	90
COc1ccccc1OCCOc1ccccc1/C=N/n1cnnc1	19&-3	94
O=C(Nc1ccccc1C(=O)O)c1ccc2ccccc2n1	2&0	92
COc1cc(S(=O)(=O)N(Cc2cccnc2)Cc2ccco2)ccc1-n1cnnn1	4	89
SMILES	HePTP inh	BAP1 inh
COc1ccc(C(=O)Nc2ccccc2C)cc1OC	8	x
O=C(c1ccc(Br)cc1)N(Cc1ccccc1)c1cccc([N+](=O)[O-])c1	3	x
CC1=C(C#N)C(C(F)(F)F)(C(F)(F)F)N=C(c2ccco2)N1	3	75
CCCCC(SCC(=O)Nc1ccccc1)C(=O)O (stereo not drawn)	3	96
O=C(O)CC(NC(=O)OCc1ccccc1)c1ccccc1 (stereo not drawn)	4	90
O=C(Cc1ccccc1)N(c1ccc(F)cc1)C1C=CS(=O)(=O)C1 (stereo not drawn)	7	120
O=C(Nc1nnc(-c2ccc3c(c2)CCCC3)o1)C1CCCCC1	3	76
Cc1cc(NC(=O)c2ccc(-c3ccccc3)cc2)no1	0	x
COc1ccc(OC)c(NC(=O)CN(c2ccc(Cl)cc2)S(C)(=O)=O)c1	-9	x
CC(C)(C)c1ccc(OCCN2CCOCC2)cc1	-8	x
c1ccc(Cn2nnnc2C(c2ccncc2)N2CCOCC2)cc1 (stereo not drawn)	-3	85
Cc1nnc(Oc2ccccc2)c2ccccc12	9	99
Cc1cccc(N2CCN(C(=O)Cn3nc(Cc4ccncc4)c4ccccc4c3=O)CC2)c1C	15	93
Cc1ccc(NC2c3ncccc3C(=O)N2C2CCCCC2)cc1C (stereo not drawn)	12	75
Cc1ccc(S(=O)(=O)N(Cc2ccccc2)c2ccccc2C(=O)NCc2ccc(Cl)cc2)cc1	5	x
CCOC(=O)c1csc(NC(=O)c2cc(OC)c(OC)c(OC)c2)n1	8&6	103
O=c1cc(O)nc(SCc2ccccc2)[nH]1	15	98
Cc1cccc(NC(=O)C(C)Oc2ccccc2)c1C (stereo not drawn)	-9	x
COc1ccccc1N1CCN(c2ncnc3c2oc2ccccc23)CC1	7	70
COc1ccc(N2C(=O)CCC(C(C)=O)=C2C)cc1	6	90
COc1ccc(C2=C/C(=C/c3ccccc3OC)C(=O)O2)cc1	5	x
COc1ccc(-n2ccsc2=S)cc1	0	102
Cc1ccc(-n2nc3cc(C)c(NC(=O)COc4ccc5ccccc5c4)cc3n2)cc1	x	98
Cc1ccc(C(=O)N/C(=C\c2cccc([N+](=O)[O-])c2)C(=O)Nc2ccc(C)cc2C)cc1	2	x
CCc1nc(-c2cc(OC)c(OC)c(OC)c2)no1	2	x

Seven compounds already listed, sorted by molar mass, low to high:
SMILES	HePTP inh	BAP1 inh
O=c1cc(O)nc(SCc2ccccc2)[nH]1	15	98
Cc1nnc(Oc2ccccc2)c2ccccc12	9	99
Cc1cccc(NC(=O)C(C)Oc2ccccc2)c1C (stereo not drawn)	-9	x
Cc1ccc(NC2c3ncccc3C(=O)N2C2CCCCC2)cc1C (stereo not drawn)	12	75
c1ccc(Cn2nnnc2C(c2ccncc2)N2CCOCC2)cc1 (stereo not drawn)	-3	85
O=C(Cc1ccccc1)N(c1ccc(F)cc1)C1C=CS(=O)(=O)C1 (stereo not drawn)	7	120
COc1ccccc1N1CCN(c2ncnc3c2oc2ccccc23)CC1	7	70

Carrying on.
SMILES	HePTP inh	BAP1 inh
COCCNC(=O)CSc1nc(-c2ccc(OC)c(OC)c2)cc(C(F)(F)F)n1	11	76
O=C(Nc1ccc(Br)cn1)c1cccc(Cl)c1	-9	x
COC(=O)c1ccc2c(=O)n(CCCN3CCCC3=O)c(=S)[nH]c2c1	4	115
COc1ccc(N2C(=O)NC(=O)/C(=C/c3ccc(I)o3)C2=O)cc1	32	x
COc1cccc(NC(=O)c2ccc3ccccc3n2)c1	4	x
COc1ccc(NC(=O)c2cc(Cl)ccc2NC(=O)c2ccco2)c(OC)c1	-6	76
CCOC(=O)C1=C(c2ccccc2)NC(SCC(=O)Nc2ccc(C)cc2)=C(C#N)C1c1ccco1 (stereo not drawn)	6	x
O=C(COC(=O)c1ccccc1NC(=O)c1ccco1)NCCC1=CCCCC1	8	57
Cc1ccc(C2CC(C(F)(F)F)n3ncc(C(=O)N(Cc4ccccc4)Cc4ccccc4)c3N2)cc1 (stereo not drawn)	-7	x
O=C1CSC(c2cn(-c3ccccc3)nc2-c2ccc(Cl)cc2)N1Cc1ccco1 (stereo not drawn)	0	x
Cc1ccc(NC(=O)CSc2nnc(CSc3nc(C)cc(C)n3)n2Cc2ccco2)c(C)c1	-2	93
Cc1ccc(OCC(=O)Nc2ccccc2Cl)cc1C	11	x
CCS(=O)(=O)n1nc(-c2ccccc2)nc1N	11	96
O=C1c2ccccc2C2(c3ccc(Cl)cc3)N1CCN2C(=S)Nc1ccccc1 (stereo not drawn)	9	x
O=C(Nc1ccccc1)Nc1nnc(COc2ccccc2)s1	-10	x
Cc1cccc(-n2ncc3c(NCCCn4ccnc4)ncnc32)c1	11	104
O=S(=O)(NC1=NCCC1)c1cccs1	0	102
COc1ccc(/C=C(/C#N)c2nc(-c3ccc(C)cc3)cs2)o1	-4	x
Cc1ccc(/C=C2/SC(=O)N(CNc3cccc(C)c3)C2=O)cc1	2	x
CN1CCN(c2ccccc2NC(=O)c2cccc(OCc3ccccc3)c2)CC1	8	101
CCCCCn1c(CN2CCN(c3cc(Cl)ccc3C)CC2)nc2c1c(=O)[nH]c(=O)n2C	6	54
Cc1cc(NS(=O)(=O)c2ccc(NC(=O)Nc3ccc4c(c3)OCO4)cc2)no1	15	113
CC(=O)c1ccc(C(C)(C)c2ccc(C(C)=O)s2)s1	6	102
CCN(CC)S(=O)(=O)c1cc(Br)ccc1OC	9	x
Cn1c(CCN2CCN(c3ccccc3)CC2)nc2cc(NC(=O)c3ccco3)ccc21	-9	97

Arranged by value in BAP1 inh (lowest first): some entries from above
SMILES	HePTP inh	BAP1 inh
CCS(=O)(=O)n1nc(-c2ccccc2)nc1N	11	96
CN1CCN(c2ccccc2NC(=O)c2cccc(OCc3ccccc3)c2)CC1	8	101
CC(=O)c1ccc(C(C)(C)c2ccc(C(C)=O)s2)s1	6	102

The list continues.
SMILES	HePTP inh	BAP1 inh
CCN(CC(N)=O)S(=O)(=O)c1ccc(Br)cc1	-10	90
CCOC(=O)c1c(NC(=O)/C=C/c2cccc([N+](=O)[O-])c2)sc2c1CCC2	-4	x
CCc1ccccc1N(CC(=O)Nc1cccc(C(F)(F)F)c1)S(C)(=O)=O	-11	x
Cc1cccc(NC(=O)CSc2nnc(-c3ccccc3)c(-c3ccccc3)n2)c1	7	x
C=C(C)CSc1nnc2[nH]c(=O)cc(N)n12	15	97
Cc1cc(OCC(=O)Nc2cccc(F)c2)cc(C)c1Cl	7	x
CC(=O)c1ccc(N(C(C)=O)C2=C(N3CCCCC3)C(=O)c3ccccc3C2=O)cc1	6	x
Cc1cccc(N(C)C(=S)Oc2ccc3ccccc3c2)c1	3	69
CCN(CC)C(=O)c1cccc(-c2ccc(OC(C)=O)cc2)c1	2	x
CN1C(=O)C(O)(CC(=O)c2ccccn2)c2cc(Br)ccc21 (stereo not drawn)	9	94
Cc1ccc(OCCCCN2CCC(C)CC2)c(Cl)c1	-6	x
CC1(C)Cc2c(sc3[nH]c(=S)n(Cc4ccco4)c(=O)c23)CO1	-3	71
CCOc1cc(/C=C2\SC(=S)NC2=O)cc(Br)c1OC(C)=O	7	x
Cc1ccc(S(=O)(=O)c2ccc(Cl)cc2)cc1S(=O)(=O)N1CCOCC1	-2	93
Cc1ncoc1C(=O)Nc1ccccc1-c1ccccc1	7	104
CC(=O)C1=C(O)C(=O)N(C)C1c1ccccc1[N+](=O)[O-] (stereo not drawn)	5	x
COc1cc(/C=C2/C(=O)NC(=O)N(C)C2=O)cc(Cl)c1O	5	x
O=[N+]([O-])c1ccc(N2CCN(S(=O)(=O)c3ccccc3)CC2)cc1N1CCOCC1	-1	x
O=C(Nc1ccc2c(c1)OCO2)c1cccc2c1C(=O)N(Cc1cccnc1)C2	21	114
CCOC(=O)C1=C(C)N=c2s/c(=C\c3ccc(OC)cc3OC)c(=O)n2C1/C=C/c1ccccc1 (stereo not drawn)	5	x
COc1ccc(CN2CCC(CNC(=O)NC3CCCCC3)CC2)cc1	5	102
CCOC(=O)c1ccc(Nc2cc(-c3ccccc3)ncn2)cc1	-6	x
O=C(NCc1ccccc1)c1cc(S(=O)(=O)N2CCOCC2)ccc1F	-3	x
CC(=O)SCCC(=O)N1C(C)CCCC1C(=O)O (stereo not drawn)	11	96
CC1CCCC(C)N1S(=O)(=O)c1ccc(NC(=O)CNCC2CCCO2)cc1 (stereo not drawn)	5	129

Among those listed so far, these contain a thiophene ring, fused or not:
SMILES	HePTP inh	BAP1 inh
O=S(=O)(NC1=NCCC1)c1cccs1	0	102
CC(=O)c1ccc(C(C)(C)c2ccc(C(C)=O)s2)s1	6	102
CCOC(=O)c1c(NC(=O)/C=C/c2cccc([N+](=O)[O-])c2)sc2c1CCC2	-4	x
CC1(C)Cc2c(sc3[nH]c(=S)n(Cc4ccco4)c(=O)c23)CO1	-3	71

Next section:
SMILES	HePTP inh	BAP1 inh
Cc1cccc(/C=N/NC(=O)Cc2nnc(N)s2)c1	8	x
Cc1ccc(CCNC(=O)C2CCCN(c3nc4ccccc4o3)C2)cc1 (stereo not drawn)	2	99
COc1ccc(-c2nnc3sc(CN4C(=O)c5ccccc5C4=O)nn23)cc1	1	99
CCCCC(C(C)=O)C(=O)Nc1ccc(C)cc1 (stereo not drawn)	-11	x
O=C(COc1ccc2ccccc2c1)N1CCCC1	6&2	78
COc1ccc(CCN(CC(=O)NC2CCCC2)C(=O)CCC(=O)Nc2cc(C)on2)cc1OC	-7	102
O=C(c1cccc(F)c1)N1CCN(Cc2ccccn2)CC1	-8	x
NC(=O)c1c(N)sc(=S)n1-c1ccccc1	1	94
O=C(Nc1ccc2c(c1)OCO2)C1CCCN(S(=O)(=O)Cc2ccccc2)C1 (stereo not drawn)	10	106
NS(=O)(=O)c1ccc(NS(=O)(=O)c2ccc(F)cc2)cc1	-13	x
CC(=O)N1CCN(c2ccc(NC(=O)c3ccc(Cl)cc3)cc2)CC1	-1	x
CSc1nc(-c2ccccc2)nc2[nH]c(-c3ccccc3)cc(=O)c12	-1	x
CCN1C(=O)/C(=C\N2CCCc3ccccc32)SC1=S	-13	85
C=CC(C)n1c(Br)nc2c1c(=O)[nH]c(=O)n2C (stereo not drawn)	2	78
COc1ccc(OCC(=O)Nc2ccc(NC(=O)c3ccco3)cc2)cc1	0&3	93
Cc1ccc(S(=O)(=O)NC(=O)Nc2ccc(C)c(Cl)c2)cc1	8	x
Cc1cc2ccccc2n1CCNC(=O)C1CCCC1	-3	96
CC(=O)Nc1cccc(NC(=O)c2ccccc2[N+](=O)[O-])c1	5	x
C=C(C)Cn1c(SCC(=O)O)nnc1-c1ccc([N+](=O)[O-])cc1	-11	x
O=C(Nc1ccc(N2CCOCC2)c(Cl)c1)c1ccc(Cl)cc1[N+](=O)[O-]	-8	x
N=c1n(CCN2CCOCC2)c2ccccc2n1CC(O)COc1ccccc1 (stereo not drawn)	5	106
NC(=O)CSc1nc2ccccc2n1Cc1ccccc1F	1	62
COc1cc(OC)c(CN2CCN(c3ccc(F)cc3)CC2)cc1Br	11	83
c1ccc(N2Cc3cc4c(cc3C2)CN(c2ccccc2)C4)cc1	-2	x
O=C(c1ccc([N+](=O)[O-])cc1)N1CCN(Cc2cccc(Br)c2)CC1	0	x
SMILES	HePTP inh	BAP1 inh
O=C(NCc1ccco1)c1cc2c(s1)CCCCC2	9	x
COc1cc(C2NC(=O)NC(C)=C2C(=O)OCC2CCCCC2)ccc1O (stereo not drawn)	x	73
O=C(O)CCN1C(=O)/C(=C/c2ccccc2F)SC1=S	0	x
Cc1nc2ccccc2n1CCC(=O)Nc1cccc(F)c1	15	103
CCSc1nnc(NC(=O)CSc2nnc(-c3c[nH]c4ccccc34)n2C)s1	8	92
CC(C)c1ccccc1NS(=O)(=O)c1ccccc1	-9	x
O=C(Nc1nccs1)c1cccc(NC(=O)c2ccco2)c1	-1	x
COCCCNC(=O)C(=O)Nc1ccc(OC)c(Cl)c1	0	x
C=C(C)CSCc1nc2ccccc2[nH]1	6	100
